Assay outcomes deposited in PubChem BioAssay by National Center for Advancing Translational Sciences (NCATS).
N370S GC: inhibitors or activators of N370S glucocerebrosidase for Gaucher disease; AID 2101; Potency, µM (series often up to 59.4 µM), for the others: at the highest dose activity change, negative = inhibition, usual class: inhibitors; 0.092% of 330,000 active; P04062; N370S GC spleen homogenate, 4MU-glucoside fluorescence; active means well fitted inhibition curve with a large enough effect;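 further: 0% = full enzyme activity and -100% = no enzyme basal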
* hit, by the source's call; & = joins results of further samples; [ ] = another dose, or the depositor's remark. Potency means the concentration at half of the fitted maximal effect. Not all compounds are listed (hit frequency here may not be typical).

| SMILES | N370S GC |
| --- | --- |
| COC(=O)[C@H](COC(C)(C)C)NC(=O)O[C@@H]1C(=O)c2cc(Br)ccc2O[C@H]1c1ccc2c(c1)OCO2 | 15% |
| CCOC(=O)CNC(=O)O[C@@H]1C(=O)c2cc(OC)ccc2O[C@H]1c1cccc(OC)c1 | 3% |
| COC(=O)C1CC1C(NC(=O)[C@H]1CCCCN1)c1ccccc1 (stereo partly specified) | 5% |
| CCOC(=O)CCN1C(=O)[C@H]2[C@H]3[C@H](O)[C@H](O)C/C(=N/NC(=O)OCc4ccccc4)[C@@H]3CC[C@@H]2C1=O | 2%[12.8 µM] |
| CCCCc1nc2c(c3c1C[C@H](C)OC3)CN(S(=O)(=O)CCCC)CC2 | -6%[12.8 µM] |
| CO[C@]1(C2=NCCN2)COc2ccccc2O1 | 16% |
| Cc1nc(N2CCOCC2)c2nc(-c3ccccc3)n(CCN3CCOCC3)c2n1 | -4% |
| CCCCc1cc2c(cn1)=C(OC(=O)CCC(=O)OC)C(C)(OC(=O)CC)C(=O)C=2 (stereo unspecified) | 22%[12.8 µM] |
| Oc1c(Cl)cc(Cl)c(Cl)c1Cl | 8% |
| O=[N+]([O-])c1cc(N(CCO)CCO)ccc1NCCO | -10% |
| CC1OC(OCC2OC(Oc3c(-c4ccc(O)c(O)c4)oc4cc(O)cc(O)c4c3=O)C(O)C(O)C2O)C(O)C(O)C1O (stereo unspecified) | -9% |
| FC(F)(F)c1cc(NC(=S)Nc2ccc3cc4ccccc4cc3c2)cc(C(F)(F)F)c1 | -9% |
| CC(C)C[C@@H](CC(=O)N[C@@H](CCC(=O)O)CC(=O)O)NC(=O)[C@@H]1CNCC[C@H]1NC(=O)C[C@H](CCCN)NC(=O)C[C@H](Cc1c[nH]c2ccccc12)NC(=O)[C@@H]1CCCC[C@H]1N | 5% |
| Nc1nc(CC(=O)O)cs1 | 9% |
| CC(C)NC(=O)[C@@H]1C[C@H]1[C@@H](NC(=O)OCc1ccccc1)c1ccccc1 | 1% |
| CO[C@H]1COC(=O)[C@@H](C)COC(=O)[C@@H](COCc2ccccc2)NC(=O)C/C=C\[C@H]1C | -1%[12.8 µM] |
| C=CC[C@@H]1C=C[C@H](O/N=C2\c3cc(OC)ccc3O[C@H](c3cccc(OC)c3)[C@H]2O)[C@H](CO)O1 | 9%[12.8 µM] |
| Cc1ccc(CNC(=O)[C@H](C)[C@@H]2C[C@@]2(C)[C@@H](NC(=O)OCc2ccccc2)c2ccccc2)c(F)c1F | -9% |
| CCCCC(CC)COCC1CO1 (stereo unspecified) | 7% |
| CCCCCCCCCCCCCCCC(=O)NCCc1ccc(O)c(O)c1 | 2%&2% |
| COC(=O)c1ccc(C(NC(=O)OCc2ccccc2)/C(=C/[C@@H](C)C(=O)NC2CCCCC2)c2cccnc2)cc1 (stereo partly specified) | -5% |
| CCC/C=C(\CCC)C(NC(=O)c1ccco1)c1ccc(C(=O)OC)cc1 (stereo unspecified) | 1% |
| CCCn1c(C)nc2c(N3CCCN(Cc4ccccc4)CC3)nc(C)nc21 | 1% |
| CCCCc1nc2c(c3c1CC(C)OC3)CN(CCC(C)C)CC2 (stereo unspecified) | -2%[12.8 µM] |
| COC(=O)[C@@]1(Cc2ccc(OC)cc2)[C@H]2c3cc(C(=O)N4CCCC4)n(CCc4ccc(O)c(OC)c4)c3C[C@H]2CN1C(=O)c1ccccc1 | -6% |
| C[C@@H](C(=O)NCc1ccc(C(F)(F)F)nc1)[C@H]1C[C@]1(C)[C@H](NC(=O)OCc1ccccc1)c1ccccc1 | 2% |
| O=[N+]([O-])c1ccc(CCO)cc1 | 14% |
| COC(=O)CC1=COC(O)C2C(CO)=CC[C@@H]12 (stereo partly specified) | -9%[12.8 µM] |
| COC(=O)c1ccc(C(NC(=O)OCc2ccccc2)/C(F)=C/[C@@H](C)C(=O)N[C@@H](CO)Cc2ccccc2)cc1 (stereo partly specified) | -24% |
| COC(=O)C1=COC(O[C@H]2OC(CO)[C@H](O)C(O)C2O)[C@H]2C1C(=O)C[C@@H]2C (stereo partly specified) | -13% |
| CC1CCC2C(=O)OC(CN=[N+]=[N-])CN2C1c1ccc(Br)cc1 (stereo unspecified) | -19%&14%&-15%&5%&0%&0%[12.8 µM] |
| CCN(CC)CCCC(C)n1c(-c2ccccc2)nc2c(NCc3ccccc3)nc(C)nc21 (stereo unspecified) | -14% |
| Nc1ccc(S(=O)(=O)O)cc1 | -12% |
| CCCNC(=O)OC[C@@H]1O[C@H](CCO/N=C\[C@@H](OC)[C@H](C)/C=C\CC(=O)OC)C=C[C@@H]1Oc1ccc(OC)cc1 | -3%[12.8 µM] |
| COC(=O)C1(C)C=C(Nc2ccc(OC)cc2)C(=O)N1c1ccc(OC)cc1 (stereo unspecified) | 0% |
| CC(=O)CC(=O)Nc1ccccc1 | 3% |
| COc1ccc(/C=C/C(=O)/C=C/c2ccc(OC)cc2OC)c(OC)c1 | -6% |
| COc1ccc(OC2C=CC(C#Cc3ccccc3)OC2CO)cc1 (stereo unspecified) | -9%[12.8 µM] |
| CCN(CC)CCCCn1c(-c2ccccc2)nc2c(N(CCOC)CCOC)nc(C)nc21 | -19% |
| CO/N=C1/c2cc(OC)ccc2O[C@@H](c2cccc(OC)c2)[C@H]1O | 3%[12.8 µM] |
| C/C(CCN1CCCCc2nc(C)c(C)cc21)=N\OC[C@@H](O)COCc1ccco1 | 2%[12.8 µM] |
| CC(C)(C)N1C(=O)[C@H]2[C@H]3[C@H](O)[C@H](O)C/C(=N/OC[C@@H](O)COCc4ccco4)[C@@H]3CC[C@@H]2C1=O | -1%[12.8 µM] |
| S=C([S-])NCCNC(=S)[S-].[Zn+2] | 1% |
| CC12C=C(/C=C/c3ccc(C(F)(F)F)cc3)C(C)(C1)C(c1ccc(C(F)(F)F)cc1)CC2=O (stereo unspecified) | 2%[12.8 µM] |
| CC1CCC2C(=O)N3CCCC3C(=O)N2C1c1ccc(Br)cc1 (stereo unspecified) | 3%&9%[12.8 µM] |
| COc1cc(OC)cc(-c2nnc3n2N=C(c2cc(OC)ccc2OC)CS3)c1 | -6% |
| Cc1cc(O)c(C(C)(C)C)cc1Sc1cc(C(C)(C)C)c(O)cc1C | 3% |
| ClCCCl | 1% |
| CC#N | -3% |
| CCc1cc2c(nc1CC)CCN(CC/C(C)=N/OC[C@@H](O)COCc1ccco1)C2 | -5%[12.8 µM] |
| C/C=C\C1=C(CO)[C@H](O)[C@H]2OC2[C@@H]1O (stereo partly specified) | -3%[12.8 µM] |
| CCOC(=O)CN1C(=O)N[C@@H](c2ccccc2)[C@H](C(=O)OC)[C@H]1C | -4%[12.8 µM] |
| NCCC[C@@H](CC(=O)N[C@@H]1CCCC[C@H]1C(=O)N[C@H](CC(=O)N[C@@H](CCC(=O)O)CC(=O)O)Cc1c[nH]c2ccccc12)NC(=O)C[C@H](Cc1ccccc1)NC(=O)[C@@H]1CNCC[C@H]1N | 4% |
| CCC1=C2CC[C@H]3C(=O)N(c4ccccc4)C(=O)[C@H]3[C@H]2[C@@]2(Cc3ccccc3)C(=NCCOC)OC(=O)N2C1=O | -4% |
| CCc1cc2c(nc1CC)CCN(CC/C(C)=N/OCC[C@@H]1C=C[C@H](OC(C)=O)[C@H](COC(C)=O)O1)C2 | 9%[12.8 µM] |
| C=CCn1c(=O)n(CC=C)c(=O)n(CC=C)c1=O | -2% |
| CO[C@@H]1COC(=O)C/C=C\[C@H](C)COC(=O)[C@H](C)NC(=O)C/C=C\[C@H]1C | -7%[12.8 µM] |
| COc1cccc(CC(=O)N2CCc3nc(-c4ccccc4)c4c(c3C2)CO[C@@H](C)C4)c1 | 2%[12.8 µM] |
| BrC1C(Br)C(Br)C(Br)C(Br)C1Br (stereo unspecified) | 7% |
| COC(=O)N1C(/C=C/c2ccc3c(c2)OCO3)=Cc2ccccc2C1CC(C)=O (stereo unspecified) | 1%[12.8 µM] |

Six records drawn at random from the list so far:
| SMILES | N370S GC |
| --- | --- |
| Cc1ccc(CNC(=O)[C@H](C)[C@@H]2C[C@@]2(C)[C@@H](NC(=O)OCc2ccccc2)c2ccccc2)c(F)c1F | -9% |
| CC(C)NC(=O)[C@@H]1C[C@H]1[C@@H](NC(=O)OCc1ccccc1)c1ccccc1 | 1% |
| ClCCCl | 1% |
| Nc1ccc(S(=O)(=O)O)cc1 | -12% |
| Oc1c(Cl)cc(Cl)c(Cl)c1Cl | 8% |
| CC(C)C[C@@H](CC(=O)N[C@@H](CCC(=O)O)CC(=O)O)NC(=O)[C@@H]1CNCC[C@H]1NC(=O)C[C@H](CCCN)NC(=O)C[C@H](Cc1c[nH]c2ccccc12)NC(=O)[C@@H]1CCCC[C@H]1N | 5% |

Carrying on.
| SMILES | N370S GC |
| --- | --- |
| COc1ccc2c(c1)O[C@H](c1ccc3c(c1)OCO3)[C@@H](OC(=O)Nc1ccc(C)c(Br)c1)C2=O | 28% |
| CCN(CC)CCn1c(-c2ccccc2)nc2c(NC3CCCCC3)nc(C)nc21 | -12% |
| C[C@H](c1ccccc1)N1C(=O)[C@H]2[C@@H]3[C@H](O)[C@H](O)CC(=O)[C@H]3CC[C@H]2C1=O | -9%[12.8 µM] |
| COC(=O)C/C=C/[C@@H](C)[C@H](O)c1ccccc1Br | 0% |
| CC1CCC2C(=O)N3C(CCC(C)[C@H]3c3cccc(N4CCCC4=O)c3)C(=O)N2C1c1cccc(N2CCCC2=O)c1 (stereo partly specified) | 25%[12.8 µM] |
| CCCCC[C@H](O)/C=C/C=C/C=C/[C@H](O)C/C=C\CCCC(=O)O | -5% |
| COc1ccc2c(c1)C(=O)[C@@H](OC(=O)NS(=O)(=O)c1ccc(C)cc1)[C@H](c1ccc(OC)c(Br)c1)O2 | 2% |
| CCCCC/C=C\C/C=C\C/C=C\C/C=C\CCCCCC(=O)NCCc1ccc(O)c(O)c1 | 1% |
| C[C@@H]1C[C@](C)(C(=O)c2ccco2)C=C1c1ccco1 | -6% |
| C=CCOC(=O)C(C(C)=O)C(NC(=O)OC)c1cccc(F)c1 (stereo unspecified) | 12%[12.8 µM] |
| COc1cc(OC)cc(-c2nnc3n2N=C(c2c(OC)cccc2OC)CS3)c1 | 8% |
| COC1(C#CC2C=CC(OC(C)=O)C(COC(C)=O)O2)CCCCC1 (stereo unspecified) | 0%[12.8 µM] |
| CN1CCc2cc(Cl)c(O)cc2C(c2ccccc2)C1 (stereo unspecified) | -6% |
| CC1CCC2C(=O)OC(Cc3ccccc3)CN2C1c1ccc(Br)cc1 (stereo unspecified) | 27%&-8%[12.8 µM] |
| COc1cccc([C@@H]2Oc3ccc(OC)cc3/C(=N/OC[C@@H](O)COCc3ccco3)[C@@H]2O)c1 | -3%[12.8 µM] |
| Cc1ccc(C(=O)[C@@H]2[C@H]3C4COC(O4)C(=O)[C@@H]3[C@H]3C=Cc4ccccc4N32)cc1 (stereo partly specified) | -18% |
| CCC/C=C(\CCC)C(NS(=O)(=O)c1ccc(-c2ccccc2)cc1)c1ccc(C(=O)OC)cc1 (stereo unspecified) | -1% |
| COc1ccc(OC)c(C2=Nn3c(nnc3-c3cccc(OC)c3OC)SC2)c1 | -16% |
| C/C(=C\C[Si](C)(C)C)CC[C@H](O)C1=CCCCC1=O | -2% |
| C=CCOC(=O)N[C@H](/C(C(=O)OC)=C(\C)NCc1ccccc1)c1ccc2c(c1)OCO2 | 8% |
| C=C(C)C(=O)OC[C@@H]1CCC[N@+]2(C)CCCCC12 (stereo partly specified) | 11% |
| CCOC(=O)C1CSC(Cc2ccc(OCc3ccc([N+](=O)[O-])cc3)cc2)N1 (stereo unspecified) | -2% |
| COc1ccc(-c2nnc3n2N=C(c2c(OC)cccc2OC)CS3)c(OC)c1 | -1% |
| CC[C@H]1C2=C3C(CC[C@H]4C(OCc5ccc(F)cc5C(F)(F)F)OC[C@](C)([C@@H]34)N(C(=O)OC(C)(C)C)C2)C2COC(=O)OCC21 (stereo partly specified) | -13% |
| C#CCCCO/N=C1/C[C@@H](O)[C@@H](O)[C@@H]2[C@@H]3C(=O)N(CC)C(=O)[C@H]3CC[C@H]12 | 28%[12.8 µM] |
| Nc1cnn([C@@H]2O[C@H](CO)[C@@H](O)[C@H]2O)c(=O)n1 | -10% |
| CC(C)C(=O)NC(=O)C1CCCN1C(=O)/C=C/c1ccccc1 (stereo unspecified) | -9%[12.8 µM] |
| CCN1C(=O)[C@@H]2[C@H](C1=O)[C@@H]1C[C@H]3C(=O)N(CC)C(=O)[C@H]3[C@@H]3C1=C(C(=O)N1C(=O)O/C(=N\CC4CC4)[C@]31C)[C@@H]2C | 1% |
| CC(C)=CCC/C(C)=C/CO/N=C1/C[C@@H](O)[C@@H](O)[C@@H]2[C@H]3C(=O)N(c4ccc(F)cc4F)C(=O)[C@@H]3CC[C@@H]12 | -4%[12.8 µM] |
| COc1ccc(O[C@H]2C=C[C@@H](c3ccccc3)O[C@@H]2CO/N=C\[C@@H](C)[C@H](OCc2ccccc2)C(C)C)cc1 | -6%[12.8 µM] |

3 entries from above, sorted by the value under N370S GC, descending.
| SMILES | N370S GC |
| --- | --- |
| COc1cc(OC)cc(-c2nnc3n2N=C(c2c(OC)cccc2OC)CS3)c1 | 8% |
| C[C@@H]1C[C@](C)(C(=O)c2ccco2)C=C1c1ccco1 | -6% |
| COc1ccc(OC)c(C2=Nn3c(nnc3-c3cccc(OC)c3OC)SC2)c1 | -16% |

(continued)
| SMILES | N370S GC |
| --- | --- |
| COc1ccc(-c2nc3c(c4c2C[C@H](c2ccccc2)OC4)CN(S(=O)(=O)c2c(C)noc2C)CC3)c(C)c1 | -10%[12.8 µM] |
| COC(=O)NC1C=CCCC1C(C)=O (stereo unspecified) | 5% |
| CCOC(=O)[C@]1(C(NC(=O)OC)c2cccc(C)c2)CCCC1=O (stereo partly specified) | -1%[12.8 µM] |
| COC(=O)CNC(=O)C1(CC(C)C)C=CCN1C(=O)c1ccccc1 (stereo unspecified) | 9% |
| CCCC[C@@H]1C[C@H]1C(NC(=O)Cc1ccccc1)c1ccc(Cl)cc1 (stereo partly specified) | -9% |
| C/C(CCC(=O)OC[C@@H]1O[C@H](C#Cc2ccccc2)C=C[C@@H]1Oc1ccc(C)cc1)=N/OC[C@@H](O)COCc1ccco1 | 4%[12.8 µM] |
